# Bioassay records from PubChem BioAssay.
# Rpn11 inh: inhibitors of human proteasome Rpn11 | calls only at 20 µM | O00487 | AID 588493 | 360,000 tested, 0.59% active | human 26S proteasome, Ub4-pepOG fluorescence polarization; 20S core pre-blocked with epoxomicin;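 active = inhibition at 20 µM, scaled to each plate's controls, above about 33%, limit read from the data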
# Target sequence (O00487 whole entry, looked up): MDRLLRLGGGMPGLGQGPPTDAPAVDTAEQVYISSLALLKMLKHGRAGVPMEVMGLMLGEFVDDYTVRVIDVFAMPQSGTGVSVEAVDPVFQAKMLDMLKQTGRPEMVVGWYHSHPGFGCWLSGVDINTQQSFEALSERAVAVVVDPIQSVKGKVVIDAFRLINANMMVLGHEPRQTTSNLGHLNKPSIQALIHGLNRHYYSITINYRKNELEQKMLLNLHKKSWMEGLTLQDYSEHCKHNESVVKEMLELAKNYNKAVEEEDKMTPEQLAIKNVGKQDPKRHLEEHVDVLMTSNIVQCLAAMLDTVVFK
# LMPTP inh: blocks human LMPTP phosphatase. P24666. recombinant LMPTP-A, OMFP fluorogenic substrate, fluorescence intensity. inhibition, % at 20 µM. 360,000 tested, 0.22% active;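 active = compounds that cut the enzyme signal by at least half of the control window in the single-dose screen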;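 note: plate controls were DMSO wells with enzyme plus substrate for no effect and substrate without enzyme for full effect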
# Target sequence (P24666 whole entry, looked up): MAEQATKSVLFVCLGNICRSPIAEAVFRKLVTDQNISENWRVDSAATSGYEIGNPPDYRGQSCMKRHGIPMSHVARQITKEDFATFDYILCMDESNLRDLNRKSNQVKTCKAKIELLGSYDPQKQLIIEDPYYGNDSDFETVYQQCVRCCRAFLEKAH
#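 Material: LMPTP-A; amount: 0.625 nM enzyme; doses: single 20 µM dose; times: reaction 50 min, room temperature, dark; technique: fluorescence intensity of OMFP turnover product; benchmarks: no-enzyme and uninhibited controls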
# NadD inh: inhibitors of Staphylococcus aureus NadD; inhibition, % at 20 µM; purified NadD enzyme, colorimetric absorbance read-out; AID 602399; 360,000 tested, 0.78% active; in the data active = inhibition above about 26%; note: some compounds past the cut are filed as inactive
# SUMO1 PPI mod: SUMO1-SIM interaction modulation | SUMO1 binding to a labelled peptide, TR-FRET, 1 h | inhibition, % at 20 µM | 360,000 tested, 0.33% active | AID 602429; in the data active = inhibition above about 37%
# Target sequence (P63165 whole entry, looked up): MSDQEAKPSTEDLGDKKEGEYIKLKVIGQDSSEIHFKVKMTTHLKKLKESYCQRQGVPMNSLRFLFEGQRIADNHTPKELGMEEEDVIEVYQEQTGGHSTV
# MT1-MMP act inh: blocks activation of human MT1-MMP; P50281; HT1080 RFP-PRO-GFP cells, GFP/RFP ratio fluorescence, overnight; percent of plate control window, DMSO zero; GFP/RFP ratio change, % at 20 µM; 360,000 tested, 0.061% active; AID 651647;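 active = GFP/RFP ratio change of at least 30% with cell ATP level not reduced by more than half and red fluorescence within 50% of control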; note: strong numbers were not always called active
#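 system = RFP-PRO-GFP reporter HT1080 cells | dosing = 20 µM single dose, 1% DMSO | timing = overnight cell settling, then overnight compound exposure, 37 °C, 5% CO2 | read-out basis = GFP/RFP fluorescence ratio | controls = DMSO and RFP-L50D-GFP cell wells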
# SKN-1 inh: C. elegans SKN-1 inhibition; 360,000 tested, 0.49% active; C. elegans VP596 Pgst-4::GFP/RFP ratio, acrylamide-induced, 24 h; inhibition, % at 21.8 µM;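 active = interference check ratio from 0.5 to 1.5 plus GFP to RFP signal ratio inhibition reaching or exceeding a fixed threshold, cut at about 30% in these data, passing the limit was not always enough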; note: some compounds called inactive have numbers as strong as hits
# CendR NRP1 mod: alters CendR peptide binding to human NRP-1 | O14786 | AID 602438 | inhibition, % at 25 µM | 360,000 tested, 0.85% active | FAM-RPARPAR peptide binding to NRP-1, fluorescence polarization;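 active = inhibition or corrected inhibition above about 18%, plus a signal ratio from 0.5 to 1.5, limit read from the data, passing the limit was not always enough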; note: strong numbers were not always called active
# STEP block: inhibitors of human striatal-enriched phosphatase STEP; recombinant STEP, OMFP fluorogenic substrate, fluorescence; P54829; 360,000 tested, 0.25% active; inhibition, % at 20 µM;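 active = inhibition at 20 µM, scaled per plate between control wells, above about 37%, limit read from the data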;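 note: 0% = DMSO with enzyme and substrate and 100% = substrate only without enzyme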
#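 Test system: STEP tyrosine phosphatase / Reagent: OMFP at 25 µM / Doses: 20 µM, 1% DMSO / Read-out: percent inhibition scaled to no-enzyme and uninhibited-enzyme controls, plate-pattern corrected / Detection: FITC-channel fluorescence of OMFP product / Medium: Bis-Tris buffer pH 6.0, 2.5 mM DTT, 0.005% Tween 20 / Schedule: 20 min at room temperature, dark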
# Scp1 inh: blocks human Scp-1 phosphatase activity | Recombinant Scp1, phosphopeptide, malachite green phosphate absorbance | inhibition, % at 20 µM | Q9GZU7 | 340,000 tested, 0.88% active;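 active = inhibition above about 50% at 20 µM, limit read from the data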;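 note: plate controls were DMSO wells with enzyme for no effect and wells lacking enzyme for full effect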
# Target sequence (Q9GZU7 76-261 limits assumed): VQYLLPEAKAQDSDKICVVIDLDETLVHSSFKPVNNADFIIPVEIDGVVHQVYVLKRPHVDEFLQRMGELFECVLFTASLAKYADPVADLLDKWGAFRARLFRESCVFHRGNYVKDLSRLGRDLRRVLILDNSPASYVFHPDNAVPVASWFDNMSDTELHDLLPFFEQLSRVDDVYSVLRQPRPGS
#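 Times: enzyme reaction 45 min at room temperature, colour 5 min, stabilisation 30 min. Material: SCP-1 catalytic fragment, aa 76-261. Medium: Acidic Tris acetate buffer with magnesium and detergent. Signal: colorimetric free-phosphate detection, absorbance 630 nm. Read-out basis: % inhibition of SCP-1 phosphate liberation. Reagent: Phosphorylated 17-residue peptide substrate.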
# DNMT1 inh: blocks human DNA methyltransferase DNMT1; inhibition (reported as % activation of signal), % at 10 µM; 360,000 tested, 0.83% active; AID 588458; DNMT1 molecular beacon, Hinp1I cleavage, fluorescence; in the data active = inhibition above about 50%
# The depositor's hits bear a star; i = inactive; . = not tested or not shown.
SMILES,Rpn11 inh,LMPTP inh,NadD inh,SUMO1 PPI mod,MT1-MMP act inh,SKN-1 inh,CendR NRP1 mod,STEP block,Scp1 inh,DNMT1 inh
CN(CC(=O)Nc1ccc(F)cc1)C(=O)COC(=O)/C=C/c1cccs1,i,0.0,-4,-23,-1,4,-5,-2,-9,2
CCOC(=O)Nc1ccc2c(c1)nc(CN1CCOCC1)n2C,i,-1.9,-4,-4,4,-21,-2,-2,-4,4
CC(NC(=O)CSc1ncnc2nc[nH]c12)c1ccccc1 (stereo not given),i,-0.6,4,-2,-6,-8,0,-1,-15,1
CC(C)(O)C(=O)NNC(=S)Nc1ccc(F)c(Cl)c1,i,0.5,-5,-1,-1,2,13,-2,-7,-1
O=C1CC(C(=O)NCc2ccccc2)C2(CCCC2)O1 (stereo not given),i,0.2,1,-4,0,5,-12,-3,-2,2
Cc1ccc([N+](=O)[O-])c2c1C(N1CCCC1)C(C)(C)O2 (stereo not given),i,0.7,4,-19,-5,17,-3,0,3,-4
Oc1ccccc1CNc1ncc(Br)cc1Br,i,1.7,-5,-1,2,-9,4,-2,-8,-1
COCC(=O)NCCc1nc(-c2ccccc2)cs1,i,0.2,-1,-2,-3,6,-6,-3,-7,0
CC1(C)CC(=O)C2=C(C1)N(CCN1CCOCC1)C1=C(C(=O)CC(C)(C)C1)C2c1cccc(Cl)c1,i,-0.4,3,-3,-3,17,1,-1,3,5
CCCn1nc(C(=O)Nc2ccc3nc(N4CCOCC4)sc3c2)ccc1=O,i,1.4,0,-11,9,3,-10,0,2,-5
Cc1ccc(S(=O)(=O)NCC(=O)OCC(=O)N2CCc3ccccc32)cc1,i,0.1,-1,3,3,7,10,-2,-6,0
O=C(COC(=O)c1ccccc1Br)Nc1nnc(-c2ccccc2)o1,i,-0.6,13,8,4,2,-4,2,-4,0
O=c1[nH]c2ccccc2n1CCCSc1cnc2ccccc2n1,i,0.7,-1,-12,-3,-2,-25,8,6,-11
COc1ccc(NC(=S)N2CCC(C(=O)c3ccc(F)cc3)CC2)cc1,i,-1.5,2,-4,9,4,5,3,4,1
COc1ccc(C2=NCCNC(C(F)(F)F)=C2)cc1,i,-0.4,-7,-8,6,8,4,-4,-3,5

# Compound profiles, as listed above. Screens in order: Rpn11 inh | LMPTP inh | NadD inh | SUMO1 PPI mod | MT1-MMP act inh | SKN-1 inh | CendR NRP1 mod | STEP block | Scp1 inh | DNMT1 inh
# Listed for CCCn1nc(C(=O)Nc2ccc3nc(N4CCOCC4)sc3c2)ccc1=O : i | 1.4 | 0 | -11 | 9 | 3 | -10 | 0 | 2 | -5
# Listed for CCOC(=O)Nc1ccc2c(c1)nc(CN1CCOCC1)n2C : i | -1.9 | -4 | -4 | 4 | -21 | -2 | -2 | -4 | 4

# Returning to the listing; the 5 compounds before the break are reprinted first.
SMILES,Rpn11 inh,LMPTP inh,NadD inh,SUMO1 PPI mod,MT1-MMP act inh,SKN-1 inh,CendR NRP1 mod,STEP block,Scp1 inh,DNMT1 inh
Cc1ccc(S(=O)(=O)NCC(=O)OCC(=O)N2CCc3ccccc32)cc1,i,0.1,-1,3,3,7,10,-2,-6,0
O=C(COC(=O)c1ccccc1Br)Nc1nnc(-c2ccccc2)o1,i,-0.6,13,8,4,2,-4,2,-4,0
O=c1[nH]c2ccccc2n1CCCSc1cnc2ccccc2n1,i,0.7,-1,-12,-3,-2,-25,8,6,-11
COc1ccc(NC(=S)N2CCC(C(=O)c3ccc(F)cc3)CC2)cc1,i,-1.5,2,-4,9,4,5,3,4,1
COc1ccc(C2=NCCNC(C(F)(F)F)=C2)cc1,i,-0.4,-7,-8,6,8,4,-4,-3,5
CCN(C[C@H]1N[C@@](CC)(C(=O)OC)[C@H]2C(=O)N(C)C(=O)[C@@H]12)C(C)=O,i,-1.4,0,0,0,2,-5,0,-4,8
CC(C)(C)c1ccc(-c2nnc(SCCN3C(=O)c4ccccc4C3=O)o2)cc1,i,3.1,-1,-8,1,29,-69,4,-15,-5
COc1ccc(F)cc1-c1cc(NC=O)c2ncc(-c3cc(OC)c(OC)c(OC)c3)n2c1,i,2.8,5,13,6,8,-10,-1,.,-5
O=C1NN(c2cccc(Br)c2)C(=O)/C1=C/c1ccc(-c2cc([N+](=O)[O-])ccc2O)o1,i,77*,70*,102*,28,9,-18,70*,99*,53*
CCn1nc(C)cc1C(=O)NC1CCCc2c1cnn2-c1cc(F)cc(F)c1 (stereo not given),i,0.4,0,4,-3,-5,0,3,-8,1
O=C(Nc1cccc(S(=O)(=O)N2CCCCC2)c1)c1cc([N+](=O)[O-])ccc1N1CCOCC1,i,1.6,10,-6,15,0,1,1,-3,-2
CCOC(=O)Cc1csc(NC(=O)c2ccoc2C)n1,i,0.6,-2,-2,-7,11,6,-2,0,-3
O=C(O)C(=O)/C(=C\c1ccc([N+](=O)[O-])cc1)c1ccc2ccccc2n1,i,1.0,1,-18,-50,1,-43,0,1,-6
CCOC(=O)CSc1nnc(CNC(=O)Cc2ccccc2)n1-c1ccccc1OC,i,-1.6,3,-2,1,5,16,-1,-7,-2
Cc1c(C(=O)Nc2ccncc2)sc2nc(-c3ccccc3)cn12,i,2.0,0,-8,-3,-1,-22,6,-20,-5
Cc1ccc2nc(-c3ccc(-c4cccc(Cl)c4)cc3)c(NCc3ccccc3)n2c1,i,4.6,10,4,10,-4,-8,4,9,-12
CCOC(=O)C1=C(C)OC(N)=C(C#N)C1c1cc2c(cc1Br)OCO2 (stereo not given),i,-0.5,-2,1,-2,-27,2,-1,-4,-6
COc1ccc(C2NC(=O)CCC2[N+](=O)[O-])c(OC)c1OC (stereo not given),i,-1.4,1,4,5,-1,-14,2,-8,3
CSc1nnc(C)c(=O)n1COC(=O)COc1ccccc1C,i,-1.0,-3,4,5,8,4,2,0,4
Cc1ccc(OCC(=O)Nc2ccc(C)c(S(=O)(=O)N3CCCCCC3)c2)c([N+](=O)[O-])n1,i,1.1,-6,-16,7,-3,32*,-5,-7,9
Cc1ccc(N(CC(=O)NC2CCCCC2C)S(=O)(=O)c2c(C)nn(C)c2C)cc1 (stereo not given),i,0.5,-3,-1,-3,-3,8,-3,-11,-2
Cc1cc(NC(=O)c2noc3c2CCCC3)nn1Cc1ccc(Cl)cc1,i,0.5,-11,1,-2,8,-8,-3,-11,-7
Cc1cccn2c(=O)nc(SCC(=O)N3CC(C)OC(C)C3)nc12 (stereo not given),i,-0.8,-2,0,0,1,4,-1,-14,2
CCOc1ccccc1N1CC(C(=O)N2CCc3ccccc32)CC1=O (stereo not given),i,0.8,-6,2,6,-23,11,1,-2,0
COc1cc2cnc(-c3ccsc3)cc2cc1OC,i,2.2,-5,-2,5,10,-5,2,-6,-5
CC(C)n1cnc2c(Nc3cccc(F)c3)nc(NCCO)nc21,i,0.8,3,-37,-13,10,-8,1,-3,-5
NC1=NC2(CCCCC2)N=C(Nc2ccc(F)cc2F)N1,i,-1.3,-3,-3,-2,12,0,0,-7,0
CCOC(=O)C(C(=O)OCC)C1CS(=O)(=O)CC1C(C(=O)OCC)C(=O)OCC (stereo not given),i,0.6,-4,-1,5,10,-12,-2,1,4
CCCCn1c(C2CCCCC2)nc2cc3[nH]c(=O)c(C(C)C)nc3cc21,i,1.1,4,4,-13,22,-39,1,-6,-10
C[C@H]1CN(Cc2ccccc2)C(=O)[C@@H]1CC(=O)NCc1ccccc1,i,-1.1,-6,5,8,-9,18,-2,-6,0
NS(=O)(=O)c1ccc(CCNC(=O)c2cc([N+](=O)[O-])ccc2N2CCOCC2)cc1,i,0.0,5,-23,2,6,7,1,-5,-1
Cc1nc([N+](=O)[O-])c(Br)n1CC(=O)c1ccc(F)cc1,i,-1.4,-1,-11,6,15,-21,-1,-5,4
O=C(O)c1ccccc1C(=O)c1cccc2ccccc12,i,-1.9,-8,-4,-2,9,-3,2,-19,4
CC(=O)c1cc(C#N)c(N2CCCCC2)nc1C,i,2.5,-7,0,0,-5,12,1,-5,1
CCOC(=O)N1CCC(NC(=O)C2CCN(C(=O)N3CCOc4ccccc43)CC2)CC1,i,-0.6,8,0,-2,25,-2,-6,1,-2
Cc1ccccc1NS(=O)(=O)c1ccc(C(=O)N2CCN(c3ccccc3O)CC2)cc1,i,0.6,-9,1,5,9,8,-1,1,-4
Fc1ccc(-c2nc(-c3cccs3)no2)cc1,i,0.4,-4,-1,2,51*,17,4,-11,2
CCCCCCC1CCC(C(=O)N2CCOCC2)CC1 (stereo not given),i,0.0,-6,1,1,12,1,-2,-8,1
Clc1ccc2[nH]c3c(NCCN4CCOCC4)ncnc3c2c1,i,2.0,-8,3,9,13,4,7,-2,-3
Cc1noc(C)c1COc1ccc(C(=O)OCC(=O)c2ccc3c(c2)OCCO3)cc1,i,0.7,5,-5,4,-6,-1,1,-5,21
O=C(OCC(=O)N1CCN(C(=O)c2ccco2)CC1)c1ccccc1C(=O)c1ccc(Cl)cc1,i,0.9,6,-4,1,9,-27,-2,-1,0
CC1(C)NC(=O)N(CC(=O)N2CCN(c3cccc(C(F)(F)F)c3)CC2)C1=O,i,-0.5,-1,5,-3,3,-14,2,-2,4
Cc1ccc(N2C(=O)CC(N3CCN(S(=O)(=O)c4ccccc4)CC3)C2=O)c(C)c1 (stereo not given),i,-1.1,-2,3,-1,9,-4,-3,-7,3
CCCSc1ncccc1C(=O)O,i,-2.9,-4,2,-2,7,-2,-2,-1,-3

# Part of the list above, with two lines to a compound:
# Results follow in this order: Rpn11 inh	LMPTP inh	NadD inh	SUMO1 PPI mod	MT1-MMP act inh	SKN-1 inh	CendR NRP1 mod	STEP block	Scp1 inh	DNMT1 inh
- Fc1ccc(-c2nc(-c3cccs3)no2)cc1
 : i	0.4	-4	-1	2	51*	17	4	-11	2
- CCCCCCC1CCC(C(=O)N2CCOCC2)CC1 (stereo not given)
 : i	0.0	-6	1	1	12	1	-2	-8	1
- Clc1ccc2[nH]c3c(NCCN4CCOCC4)ncnc3c2c1
 : i	2.0	-8	3	9	13	4	7	-2	-3
- Cc1noc(C)c1COc1ccc(C(=O)OCC(=O)c2ccc3c(c2)OCCO3)cc1
 : i	0.7	5	-5	4	-6	-1	1	-5	21
